Bioassay records from PubChem BioAssay.
Growth percent in the NCI-60 one-dose screen (48 h, 10 µM unless noted): 100 = growth as untreated, 0 = no growth, -100 = all killed.
NCI-H23: NCI-H23 lung cancer; 80,000 compounds, 4% hits
COLO 205: COLO 205 colon cancer; AID 1794742; 79,000 compounds, 7.3% hits
NCI/ADR-RES: NCI/ADR-RES ovarian cells; AID 1794790; 81,000 compounds, 4.4% hits
NCI-H226: NCI-H226 lung cancer | 79,000 compounds, 3.5% hits | AID 1794732
NCI-H322M: NCI-H322M lung cancer; 80,000 compounds, 2.7% hits
IGROV1: IGROV1 ovarian cancer; 79,000 compounds, 4.7% hits
SK-OV-3: SK-OV-3 ovarian cancer cells; 80,000 compounds, 3.2% hits; AID 1794785
NCI-H522: NCI-H522 lung cancer. 78,000 compounds, 8% hits. AID 1794739
NCI-H460: NCI-H460 lung cancer; 82,000 compounds, 6.8% hits; AID 1794736
* marks the source's active call; other numbers are inactive results; / = no result given; & = joins results of further samples. Rule for the calls: active = growth percent below 10; inactive = the rest.

| Compound | NCI-H23 | COLO 205 | NCI/ADR-RES | NCI-H226 | NCI-H322M | IGROV1 | SK-OV-3 | NCI-H522 | NCI-H460 |
| --- | --- | --- | --- | --- | --- | --- | --- | --- | --- |
| Cc1ccc(NC(=O)C2CC(CN3CCN(C)CC3)C2)cc1Nc1nccc(-c2cccnc2)n1 (centres undefined) | 102&99 | 104&107 | 98&105 | 103&102 | 95&92 | 109&99 | 108&104 | 97&87 | 101&103 |
| CCOc1cccc2cc(C(N)=O)c(=N)oc12 | 93 | 132 | 100 | 99 | 115 | / | 114 | 107 | 109 |
| Cn1cc(-c2nn3cc(-c4ccccc4)nc3s2)c2cc(Br)ccc21 | 90 | 102 | 99 | 80 | 92 | 61 | 90 | 91 | 98 |
| COc1c2occc2c(OC)c2c(=O)c(C3=NN(c4ccccc4)C(c4ccc(F)cc4)C3)c(C)oc12 (centres undefined) | 86 | 97 | 92 | 84 | 84 | 83 | 73 | 86 | 99 |
| COc1cc(/C=C/C(=O)c2nnn(-c3ccc([N+](=O)[O-])cc3)c2C)cc(OC)c1OC | 92 | 118 | 87 | 90 | 91 | 109 | 102 | 87 | 88 |
| COc1ccccc1-c1ccc(N2CCCC2)nn1 | 89 | 91 | 93 | 90 | 97 | 82 | / | 97 | 107 |
| FC(F)(F)c1ccc2c(Nc3cccc(C4CC(c5ccc(Cl)cc5)=NN4c4ccccc4)c3)ccnc2c1 (centres undefined) | 85 | 90 | 94 | 78 | 94 | 99 | 97 | 79 | 86 |
| CC(CC(=O)O)C(C)C(=O)O (centres undefined) | 110 | 116 | 106 | 103 | 98 | 110 | 113 | 105 | 103 |
| Cc1ccc(C)c(Oc2c(-c3nc4ccc(C)cc4[nH]3)c(C)nn2-c2ccccc2)c1 | 109 | 124 | 99 | 99 | 94 | 95 | 126 | 87 | 102 |
| Cc1ccc(S(=O)(=O)Nc2ccccc2NS(=O)(=O)c2ccc(C)cc2)cc1 | 102 | 117 | 97 | 97 | 119 | 108 | 112 | / | 101 |
| Cc1c(C2=NOC3C(=O)N(c4ccccc4)C(=O)C23)no[n+]1[O-] (centres undefined) | 106 | 120 | 104 | 97 | 104 | 103 | 99 | 80 | 103 |
| CC(=O)Nc1ccc(S(=O)(=O)N2CCN(C3=NS(=O)(=O)c4ccccc4N3c3ccccc3)CC2)cc1 | 81 | 125 | 82 | 96 | 87 | 117 | 97 | 101 | 114 |
| COc1ccc(/C=N\NC(=O)c2ccncc2)cc1O | 94 | 110 | 102 | 93 | 99 | 98 | 88 | 81 | 109 |
| Nc1nonc1-c1nc2ccc(F)cc2[nH]1 | 95 | 102 | 98 | 83 | 98 | 101 | 101 | 84 | 109 |
| CCCCCC1=CC(=O)C=C(OC)C12C(=O)Oc1cc(O)c(C(=O)O)c(CCCCC)c12 (centres undefined) | 97 | 115 | 99 | 114 | 98 | 114 | 95 | 67 | 114 |
| COc1cc(/C=C2\C(=O)N(Cc3ccc(Cl)cc3)c3ccccc32)cc(OC)c1OC | 34 | 48 | 21 | 47 | 67 | 9.2* | 79 | 11 | 25 |
| COc1cc(-c2nnc(NC(=O)CN3CCN(c4cc5c(cc4F)c(=O)c(C(=O)O)cn5C4CC4)CC3)s2)cc(OC)c1OC | 90 | 63 | 100 | 82 | 84 | 84 | 71 | 70 | 94 |
| CCN(CC)S(=O)(=O)c1ccc2[nH]c(=O)cc(C(=O)Nc3ccc(OC)cc3OC)c2c1 | 98 | 110 | 100 | 100 | 116 | 34 | 108 | 105 | 123 |
| Cc1ccc(S(=O)(=O)n2cc(/C=C3\C(=O)Nc4ccccc43)c3ccccc32)cc1 | 90 | 54 | 92 | 86 | 107 | 73 | 99 | 111 | 97 |
| COc1ccc(/C(C)=N/NC(=O)c2ccc(S(C)(=O)=O)cc2)cc1OC | 104 | 95 | 113 | 95 | 96 | 109 | 88 | 104 | 108 |
| COC(=O)c1ccc(-c2ccccc2Oc2ccc3nnc(Cl)n3n2)cc1 | 95 | 117 | 94 | 98 | 101 | 103 | 107 | 91 | 102 |
| NS(=O)(=O)c1ccc(CN/C=C/C(=O)c2cc3ccccc3oc2=O)cc1 | 99 | 90 | 101 | 81 | 93 | 88 | 87 | 89 | 89 |
| O=S(=O)(NCCNc1nccc(-c2c(-c3cccc(F)c3)nc3occn23)n1)c1ccc(Br)cc1 | 88 | 85 | 90 | 75 | 82 | 58 | 100 | 82 | 68 |
| Cc1cccc2c(-c3ccccc3)c(Cc3ccccc3)[nH]c12 | 91 | 106 | 100 | 105 | 105 | 117 | 108 | 90 | 108 |
| CC(C)(Sc1cc(C(C)(C)C)c(O)c(C(C)(C)C)c1)Sc1cc(C(C)(C)C)c(O)c(C(C)(C)C)c1 | 108 | 114 | 106 | 102 | 101 | 108 | 109 | 93 | 103 |
| O=C(/C=C/C=C/c1ccccc1)c1ccc(Nc2nc(Nc3ccccc3)nc(Nc3ccccc3)n2)cc1 | 70 | 42 | 75 | 91 | 80 | 35 | 70 | 77 | 90 |
| N#CC1=C(N)Oc2n[nH]c(-c3ccccn3)c2C1c1cccs1 (centres undefined) | 100 | 111 | 104 | 105 | 100 | 102 | 101 | 85 | 115 |
| O=C(Cc1ccc(Cl)cc1)n1cccc1 | 100 | 118 | 102 | 122 | 103 | 96 | 104 | 95 | 112 |
| CC1=CN2C(=O)C3C4=C(CCCC4)SC3N=C2CN1c1c(C)cccc1C (centres undefined) | 91 | 110 | 100 | 71 | 109 | 107 | 114 | 77 | 77 |
| CC(=O)Oc1c(Cl)c(Cl)c(Cl)c(Cl)c1Cl | 95 | 106 | 93 | 103 | 92 | 92 | 91 | 90 | 105 |
| CCNc1nc(CC(C)C)c(C#N)c(=O)n1C | 76 | 74 | 67 | 73 | 70 | 68 | 64 | 52 | 90 |
| CCOC(=O)C1=C(C)NC(=S)NC1c1cc(=O)oc2ccc(C)cc12 (centres undefined) | 101 | 105 | 100 | 91 | 96 | 99 | 111 | 55 | 108 |
| CCCn1c(=O)c2c(nc(-c3cccc(OCCCCl)c3)n2Cc2ccccc2)n(CCC)c1=O | 70 | 89 | 76 | 70 | 96 | 71 | 62 | 61 | 80 |
| COc1ccc(CSc2nc3ccc(Cl)cc3c(=O)n2Cc2ccccc2)cc1 | 97 | 111 | 114 | 101 | 106 | 104 | 110 | 91 | 104 |
| CCCCCC(CCC)COC(=O)CBr (centres undefined) | 108 | 123 | 109 | 112 | 97 | 86 | 113 | / | 103 |
| Cc1ccc(N2CCN(CC(O)COc3cccc(C)c3)CC2)cc1 (centres undefined) | 105 | 121 | 103 | 105 | 136 | 137 | 116 | 72 | 110 |
| COCCOc1cc2ncnc(N3CCN(c4ncc(Cc5ccccc5)cn4)CC3)c2cc1OCCOC | 85 | 92 | 70 | 77 | 101 | 97 | 99 | 82 | 96 |
| CCc1c(C)c2cc3nc(CCC(=O)O)oc3c(C)c2oc1=O | 96 | 88 | 107 | 102 | 97 | 101 | 74 | 75 | 109 |
| CCOC(=O)c1ccc2[nH]c(O)c(C(=Nc3ccc(N(C)C(=O)CN4CCN(C)CC4)cc3)c3ccccc3)c2c1 | -59* | -56* | 53 | 15 | 12 | -34* | -20* | -49* | -27* |
| CC1=N[C@@H]2CN(C(=O)OC(C)(C)C)C[C@@H]2n2c1cc1ccccc1c2=O | 94 | 107 | 100 | 100 | 99 | 107 | 93 | 99 | 109 |
| CC1C(O)CC2CC3OC3(C)CCC3OC3(C)CCC1C2(C)C (centres undefined) | 125 | 120 | 100 | 118 | 131 | 101 | 104 | 106 | 106 |
| COc1cc(CNS(=O)(=O)c2ccc(C)cc2)ccc1OCc1cn(-c2ccc(C#N)cc2)nn1 | 95 | 111 | 101 | 96 | 102 | 108 | 110 | 93 | 107 |
| O=C(CCCl)c1ccc(Oc2ccccc2)cc1 | 81 | 99 | 92 | 75 | 106 | 90 | 86 | 66 | 95 |
| Cc1nnc(Oc2ccc(NC(=O)Nc3ccc(Cl)cc3)cc2)c2ccccc12 | 85 | 87 | 73 | 79 | 82 | 91 | 70 | 64 | 78 |
| CN=C1Cn2c(nc3ccccc3c2=O)CN1C | 107 | 104 | 107 | 91 | 111 | 95 | 112 | 92 | 116 |
| O=c1n(CC2CO2)c(=O)n(CC2CO2)n1CC1CO1 (centres undefined) | 55 | 70 | 65 | 86 | 94 | -4.9* | 49 | 31 | 4.8* |
| O=c1c2c3c(sc2nc(SC2CCCC2)n1-c1ccc([N+](=O)[O-])cc1)CCCCC3 | 98 | 102 | 93 | 92 | 95 | 85 | 84 | 84 | 102 |
| CN1CCC[C@]2(C)[C@H]3CC[C@@H]4[C@@H]5[C@H]6OC[C@@]5(CCC6(C)C)CC[C@@]4(C)[C@]3(C)CC[C@H]2C1(C)C | 91 | -8.0* | 95 | 93 | 88 | 78 | 118 | 96 | 1.7* |

Arranged by molar mass (highest first): part of the list above.
| Compound | NCI-H23 | COLO 205 | NCI/ADR-RES | NCI-H226 | NCI-H322M | IGROV1 | SK-OV-3 | NCI-H522 | NCI-H460 |
| --- | --- | --- | --- | --- | --- | --- | --- | --- | --- |
| CCOC(=O)c1ccc2[nH]c(O)c(C(=Nc3ccc(N(C)C(=O)CN4CCN(C)CC4)cc3)c3ccccc3)c2c1 | -59* | -56* | 53 | 15 | 12 | -34* | -20* | -49* | -27* |
| COCCOc1cc2ncnc(N3CCN(c4ncc(Cc5ccccc5)cn4)CC3)c2cc1OCCOC | 85 | 92 | 70 | 77 | 101 | 97 | 99 | 82 | 96 |
| COc1cc(CNS(=O)(=O)c2ccc(C)cc2)ccc1OCc1cn(-c2ccc(C#N)cc2)nn1 | 95 | 111 | 101 | 96 | 102 | 108 | 110 | 93 | 107 |
| CN1CCC[C@]2(C)[C@H]3CC[C@@H]4[C@@H]5[C@H]6OC[C@@]5(CCC6(C)C)CC[C@@]4(C)[C@]3(C)CC[C@H]2C1(C)C | 91 | -8.0* | 95 | 93 | 88 | 78 | 118 | 96 | 1.7* |
| O=c1c2c3c(sc2nc(SC2CCCC2)n1-c1ccc([N+](=O)[O-])cc1)CCCCC3 | 98 | 102 | 93 | 92 | 95 | 85 | 84 | 84 | 102 |
| COc1ccc(CSc2nc3ccc(Cl)cc3c(=O)n2Cc2ccccc2)cc1 | 97 | 111 | 114 | 101 | 106 | 104 | 110 | 91 | 104 |
| Cc1nnc(Oc2ccc(NC(=O)Nc3ccc(Cl)cc3)cc2)c2ccccc12 | 85 | 87 | 73 | 79 | 82 | 91 | 70 | 64 | 78 |
| CC1=N[C@@H]2CN(C(=O)OC(C)(C)C)C[C@@H]2n2c1cc1ccccc1c2=O | 94 | 107 | 100 | 100 | 99 | 107 | 93 | 99 | 109 |
| Cc1ccc(N2CCN(CC(O)COc3cccc(C)c3)CC2)cc1 (centres undefined) | 105 | 121 | 103 | 105 | 136 | 137 | 116 | 72 | 110 |
| O=c1n(CC2CO2)c(=O)n(CC2CO2)n1CC1CO1 (centres undefined) | 55 | 70 | 65 | 86 | 94 | -4.9* | 49 | 31 | 4.8* |
| O=C(CCCl)c1ccc(Oc2ccccc2)cc1 | 81 | 99 | 92 | 75 | 106 | 90 | 86 | 66 | 95 |
| CN=C1Cn2c(nc3ccccc3c2=O)CN1C | 107 | 104 | 107 | 91 | 111 | 95 | 112 | 92 | 116 |

Next section.
| Compound | NCI-H23 | COLO 205 | NCI/ADR-RES | NCI-H226 | NCI-H322M | IGROV1 | SK-OV-3 | NCI-H522 | NCI-H460 |
| --- | --- | --- | --- | --- | --- | --- | --- | --- | --- |
| C=C1CC[C@H]2[C@@](C)(CCC3OC(c4ccc(OCc5cn(CC6OC7OC(C)(C)OC7C7OC(C)(C)OC67)nn5)cc4)OC[C@]32C)[C@@H]1/C=C/C1=CCOC1=O (some centres undefined) | / | 98 | 90 | 85 | 102 | 96 | 93 | 94 | 96 |
| COC(=O)c1cc([N+](=O)[O-])cc([N+](=O)[O-])c1Cl | 98 | -64* | 99 | 102 | 106 | 96 | 102 | -74* | 102 |
| CCN1CCCC(=O)C1 | 92 | 109 | 104 | 104 | 105 | 106 | 106 | 105 | 113 |
| CCCCOC(=O)c1ccc(NC(=O)C(C)N2CCOCC2)cc1 (centres undefined) | 98 | / | 101 | 84 | 96 | 103 | 109 | 68 | 105 |
| O=C(Nc1ccc(F)cc1)c1ccc2c(c1)nc(-c1ccccc1)n2C1CCCCC1 | 98 | 102 | 91 | 114 | 75 | 99 | 92 | 68 | 95 |
| NC(CSC(c1ccccc1)(c1ccccc1)c1ccc(Cl)cc1)C(=O)O (centres undefined) | 8.8* | -13* | -20* | 47 | 37 | / | 17 | 5.7* | 7.1* |
| NS(=O)(=O)c1ccc(CCN2C(=O)/C(=C\c3ccc(Cl)cc3)C=C2c2ccc(Cl)cc2)cc1 | 103 | 127 | 104 | 99 | 92 | 92 | / | 89 | 100 |

No enrichment for hits. About 11% of those tested had a hit in this group.
